M4 antag = blocks acetylcholine activation of human M4 receptor | P08173 | CHO-hM4 cells, ACh EC80, Fluo-8 calcium fluorescence | inhibition, % at 3 µM | 360,000 tested, 0.73% active;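 active = inhibition above its plate's cutoff, the mean inhibition of sample wells plus 3 SD, cut at about 27% in these data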;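 note: 0% = acetylcholine EC80 with DMSO and 100% = DMSO without agonist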
CHRM4 PAM = potentiates acetylcholine response at human M4 receptor; activation, % at 3 µM; P08173; AID 624126; 360,000 tested, 0.4% active; CHO-K1 hM4/Gqi5, Fluo-8 calcium fluorescence, ACh EC20; 0% = ACh EC20, 100% = maximal ACh;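 active = activation above its plate's cutoff, the mean activation of sample wells plus 3 SD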; note: some results filed as inactive read as strong as hits
CHRM5 antagonist = blocks acetylcholine activation of human M5 receptor | 360,000 tested, 0.59% active | AID 624040 | P08912 | inhibition, % at 3 µM | CHO-hM5 cells, Fluo-8 calcium fluorescence, ACh EC80;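 active = inhibition above a per-plate cutoff, the mean of that plate's test compounds plus 3 SD, cut at about 27% in these data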;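 note: 0% = acetylcholine EC80 with DMSO and 100% = DMSO without agonist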
Target sequence (P08912 whole entry, looked up): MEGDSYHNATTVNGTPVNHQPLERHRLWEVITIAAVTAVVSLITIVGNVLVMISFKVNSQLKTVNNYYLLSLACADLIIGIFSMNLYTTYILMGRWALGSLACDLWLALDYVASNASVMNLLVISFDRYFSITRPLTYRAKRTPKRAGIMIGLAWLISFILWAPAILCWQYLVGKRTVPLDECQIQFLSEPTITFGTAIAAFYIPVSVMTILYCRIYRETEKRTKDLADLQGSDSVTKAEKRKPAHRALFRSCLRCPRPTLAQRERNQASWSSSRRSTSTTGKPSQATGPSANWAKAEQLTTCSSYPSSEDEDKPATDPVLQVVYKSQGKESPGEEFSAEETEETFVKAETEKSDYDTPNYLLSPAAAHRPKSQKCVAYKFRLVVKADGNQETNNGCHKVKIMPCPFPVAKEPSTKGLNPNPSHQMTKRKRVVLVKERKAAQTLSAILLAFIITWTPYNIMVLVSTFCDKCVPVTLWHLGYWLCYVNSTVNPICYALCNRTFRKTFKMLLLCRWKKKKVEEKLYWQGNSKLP
CHRM1 PAM = positive allosteric modulators of human M1 muscarinic receptor. P11229. CHO-K1 hM1, Fluo-8 calcium fluorescence, ACh EC20; 0% = ACh EC20, 100% = maximal ACh. activation, % at 3 µM. 360,000 tested, 0.088% active. AID 588819; in the data active = activation above about 19%, passing the limit was not always enough
Target sequence (P11229 whole entry, looked up): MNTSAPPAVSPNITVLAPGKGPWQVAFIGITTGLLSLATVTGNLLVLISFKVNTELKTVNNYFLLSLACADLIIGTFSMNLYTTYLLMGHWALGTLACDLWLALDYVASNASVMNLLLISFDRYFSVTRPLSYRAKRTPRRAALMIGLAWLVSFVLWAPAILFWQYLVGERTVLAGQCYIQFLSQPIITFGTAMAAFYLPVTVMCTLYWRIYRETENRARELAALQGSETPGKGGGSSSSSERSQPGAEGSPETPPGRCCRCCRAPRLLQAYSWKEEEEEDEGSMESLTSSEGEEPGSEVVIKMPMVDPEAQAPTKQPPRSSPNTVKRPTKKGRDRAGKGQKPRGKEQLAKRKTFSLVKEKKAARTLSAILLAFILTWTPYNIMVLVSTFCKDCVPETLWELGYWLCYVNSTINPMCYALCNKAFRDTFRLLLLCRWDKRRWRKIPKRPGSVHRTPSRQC
CRFBP-R2 agonist = agonists of human CRF-binding protein/CRF-R2 receptor complex | AID 588473 | activation, % at 13.2 µM | HEK293 CRF-R2/CRF-BP, calcium dye fluorescence (FLIPR); percent of saturating CRF peptide response | 350,000 tested, 0.46% active;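 active = activation of at least 50%, plus an integration ratio under a set limit after plate pattern correction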;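 note: plate controls were neutral control wells without compound for no effect and CRF at EC100 for full effect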
M5 ag = CHRM5 agonism in calcium assay | CHO-K1 hM5 cells, Fluo-8 calcium fluorescence; 0% DMSO wells, 100% maximal acetylcholine response | activation, % at 3 µM | 360,000 tested, 0.19% active | P08912;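 active = activation above the run's mean over test compounds plus 3 SD, cut at about 23% in these data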;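 note: signal is peak over basal fluorescence ratio across the kinetic read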
CRFBP-R2 block = blocks CRF-induced signaling of the CRF-BP/CRF-R2 complex; HEK293 CRF-R2/CRF-BP, CRF-induced calcium fluorescence; inhibition, % at 11.8 µM; 350,000 tested, 0.59% active; AID 588475;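 active = inhibition of the ligand-induced calcium signal above about 50% at the single tested concentration, limit read from the data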
M4 ag = CHRM4 agonism in calcium assay; P08173; CHO-K1 hM4/Gqi5, Fluo-8 calcium fluorescence; vehicle 0%, full acetylcholine response 100%; activation, % at 3 µM; 360,000 tested, 0.14% active;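 active = activation above the run mean over all test wells plus 3 SD, cut at about 32% in these data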;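 note: peak over basal fluorescence ratio per well then scaled between controls; 0% = DMSO wells and 100% = acetylcholine at EC100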
M5 PAM = positive allosteric modulators of human muscarinic M5 receptor | P08912 | CHO-K1 hM5, Fluo-8 calcium, ACh EC20 PAM; 0% = ACh EC20, 100% = ACh EC100 | activation, % at 3 µM | 360,000 tested, 0.3% active | AID 624038;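 active = activation above the run cutoff, the mean activation of all test compounds plus 3 SD, cut at about 18% in these data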
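System: CHO-K1 hM5 cells. Reagent: acetylcholine, EC20 level. Compound dosing: single dose, 3 µM nominal final test concentration. Timing: Post-acetylcholine fluorescence recording 140 s. Detection: Fluo-8 calcium fluorescence. Read-out: % activation, ACh-normalized. Benchmarks: ACh EC20 and EC100 wells. Repeats: singlicate, one well per test compound.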
Numbers without * were called inactive; . = no result given.

Order of results – M4 antag, CHRM4 PAM, CHRM5 antagonist, CHRM1 PAM, CRFBP-R2 agonist, M5 ag, CRFBP-R2 block, M4 ag, M5 PAM
- COc1ccc(-n2c(C)nc3cc(C(=O)NCc4ccco4)ccc32)cc1
→ 0, 0, -2, -6, 2.4, -3, 1, 2, -3
- CC(C)(C)Nc1nc(Cl)nc(N(C#N)CN2C(=O)c3ccccc3S2(=O)=O)n1
→ -1, -3, -1, 5, -6.2, -3, 24, 1, -11
- O=C(O)CCNS(=O)(=O)c1ccc2c(c1)CCCC2
→ 7, -1, 7, 2, 1.8, 3, -42, 1, 1
- CCN(CC(=O)Nc1ccc(NC(C)=O)cc1)C(=O)CCN1C(=O)c2cccc([N+](=O)[O-])c2C1=O
→ 6, 4, -7, 2, -0.2, -4, -1, 0, 2
- CCOC(=O)C1CCN(C(=O)c2cccnc2)CC1
→ 0, 8, -8, 27*, -0.4, -3, 8, 0, -1
- CCCCCN1CN(S(=O)(=O)c2cccs2)c2nc3ccccc3nc21
→ -3, -9, 0, 6, -4.4, 4, 18, 0, 6
- Cc1ccc(F)c(Cn2cnc3c(cnn3C(C)(C)C)c2=O)c1Cl
→ -3, -7, 5, -13, 0.7, 0, 0, 16, -12
- O=C(CN(CCc1ccccc1)S(=O)(=O)c1ccc(Br)cc1)N/N=C/c1ccccc1C(=O)O
→ 2, 6, -11, 3, -1.6, -1, 0, 0, -1
- COC(=O)c1sccc1NC(=O)c1ccc(C)o1
→ -2, -3, -10, 0, 2.7, -4, 0, 0, -1
- Nc1[nH]c(=S)[nH]c(=O)c1-c1ccccc1
→ -4, 0, -1, 2, 0.2, -5, -7, 0, -7

Structural class, the compounds so far containing a furan ring, fused or not (2)
Order of results – M4 antag, CHRM4 PAM, CHRM5 antagonist, CHRM1 PAM, CRFBP-R2 agonist, M5 ag, CRFBP-R2 block, M4 ag, M5 PAM
- COc1ccc(-n2c(C)nc3cc(C(=O)NCc4ccco4)ccc32)cc1
→ 0, 0, -2, -6, 2.4, -3, 1, 2, -3
- COC(=O)c1sccc1NC(=O)c1ccc(C)o1
→ -2, -3, -10, 0, 2.7, -4, 0, 0, -1

An excerpt of these results, as labelled records:
CCOC(=O)C1CCN(C(=O)c2cccnc2)CC1
  M4 antag: 0 | CHRM4 PAM: 8 | CHRM5 antagonist: -8 | CHRM1 PAM: 27* | CRFBP-R2 agonist: -0.4 | M5 ag: -3 | CRFBP-R2 block: 8 | M4 ag: 0 | M5 PAM: -1
COc1ccc(-n2c(C)nc3cc(C(=O)NCc4ccco4)ccc32)cc1
  M4 antag: 0 | CHRM4 PAM: 0 | CHRM5 antagonist: -2 | CHRM1 PAM: -6 | CRFBP-R2 agonist: 2.4 | M5 ag: -3 | CRFBP-R2 block: 1 | M4 ag: 2 | M5 PAM: -3
CC(C)(C)Nc1nc(Cl)nc(N(C#N)CN2C(=O)c3ccccc3S2(=O)=O)n1
  M4 antag: -1 | CHRM4 PAM: -3 | CHRM5 antagonist: -1 | CHRM1 PAM: 5 | CRFBP-R2 agonist: -6.2 | M5 ag: -3 | CRFBP-R2 block: 24 | M4 ag: 1 | M5 PAM: -11
CCCCCN1CN(S(=O)(=O)c2cccs2)c2nc3ccccc3nc21
  M4 antag: -3 | CHRM4 PAM: -9 | CHRM5 antagonist: 0 | CHRM1 PAM: 6 | CRFBP-R2 agonist: -4.4 | M5 ag: 4 | CRFBP-R2 block: 18 | M4 ag: 0 | M5 PAM: 6

Single records, from the list above. Values in the order: M4 antag	CHRM4 PAM	CHRM5 antagonist	CHRM1 PAM	CRFBP-R2 agonist	M5 ag	CRFBP-R2 block	M4 ag	M5 PAM
CCOC(=O)C1CCN(C(=O)c2cccnc2)CC1 is entered as 0	8	-8	27*	-0.4	-3	8	0	-1
CCN(CC(=O)Nc1ccc(NC(C)=O)cc1)C(=O)CCN1C(=O)c2cccc([N+](=O)[O-])c2C1=O is entered as 6	4	-7	2	-0.2	-4	-1	0	2

(more compounds)
Order of results – M4 antag, CHRM4 PAM, CHRM5 antagonist, CHRM1 PAM, CRFBP-R2 agonist, M5 ag, CRFBP-R2 block, M4 ag, M5 PAM
- Cc1cccc(N2C(=O)/C(=C\c3ccc(OC(F)F)cc3)c3ccccc3C2=O)c1
→ -4, 12, -8, 8, -0.3, 2, -44, 1, 0
- COC(=O)c1cccc(NC(=O)C2COc3ccccc3O2)c1 (stereo unspecified)
→ -1, -4, -3, -2, 0.7, -3, 1, 4, -1
- Cc1ccc(NC(=O)c2oc3c(c2C)C(=O)CC(C)(C)C3)cc1
→ 5, 13, -1, 10, -0.1, -5, 15, 0, 2
- COc1ccccc1Oc1ncnc2c1cnn2-c1ccccc1
→ -2, -4, 12, -6, 0.4, -6, 0, 0, -4
- CCOc1cc(-c2nc(-c3ccc(C)nc3OCC)no2)cc(OCC)c1OCC
→ 0, 8, -2, 3, 0.0, 2, 4, 1, 1
- O=C(c1ccoc1)N1CCC2(CC1)Oc1ccc(F)cc1C(=O)C21CC(c2ccc(Cl)cc2)=NO1 (stereo unspecified)
→ -13, -2, 4, 2, 4.7, -2, -3, 2, -10
- CN(C(=O)c1cccc(C#N)c1)c1nnc(-c2ccncc2)s1
→ -1, 2, 8, 3, 1.1, -2, 20, 0, 1
- CSc1ncccc1C(=O)OCc1ccccc1
→ 1, 1, -4, 1, 0.3, -2, 47, -3, 6
- C=CCn1c(=N)n(CC(=O)c2cccc([N+](=O)[O-])c2)c2ccccc21
→ 1, -1, 4, 6, -3.1, -2, 23, 0, 0
- COc1ccccc1-n1cnc2c(c1=O)c1nc3ccccc3nc1n2-c1ccc(C)cc1
→ 3, -4, -6, 5, 2.2, -4, 17, 1, 2

Order of results – M4 antag, CHRM4 PAM, CHRM5 antagonist, CHRM1 PAM, CRFBP-R2 agonist, M5 ag, CRFBP-R2 block, M4 ag, M5 PAM
- C=CCn1c(SCC(=O)N2CCc3ccccc3C2)nc2sc(CC)cc2c1=O
→ 1, -7, 7, 3, -2.3, 2, 5, 8, -5
- O=C(NNC(=O)c1ccccc1OCc1ccc(F)cc1)c1ccccc1O
→ 6, -11, 19, -2, -3.8, -2, -31, 8, -14
- O=C(NCCN1CCCC1)c1ccc2c(c1)N(Cc1ccccc1)C(=O)c1ccccc1S2(=O)=O
→ 7, -4, 7, -3, 1.2, -7, -3, 2, 3
- CCOC(=O)[C@H]1[C@H]2COc3cc(OC)ccc3[C@@H]2N2C(=O)CN(C)C(=O)[C@@]12C
→ 2, 1, 9, 5, 0.4, 5, -2, 0, 1
- Cc1ccccc1OCC(=O)NCCS(=O)(=O)N1CCN(c2ccc(F)cc2)CC1
→ -8, 2, 9, 6, 0.8, 1, -10, 9, -6
- O=C(NCCC1CCCCN1S(=O)(=O)c1ccc(F)cc1)C(=O)Nc1ccccc1F (stereo unspecified)
→ -6, -3, 1, -7, 0.5, -4, 4, 3, 3
- O=C(c1cc(-c2cccc(O)c2)on1)N1CCOCC1
→ -8, 7, 3, 5, 2.6, 0, -20, 1, -3
- COc1cc2c(c(OC)c1)C(c1cccc(OC)c1OC)CC(=O)N2 (stereo unspecified)
→ -1, 4, 1, 14, -0.5, 2, -10, 1, -2
- NC(Cc1ccc(F)cc1)c1csc(Nc2ccc(C(F)(F)F)cn2)n1 (stereo unspecified)
→ 18, 6, 11, 1, ., 7, ., 28, -2
- Cc1ccc(S(=O)(=O)N(C)C)cc1NC(=O)CCc1ccccc1
→ -5, -4, 6, 11, 2.0, -4, 13, 1, 5

Order of results – M4 antag, CHRM4 PAM, CHRM5 antagonist, CHRM1 PAM, CRFBP-R2 agonist, M5 ag, CRFBP-R2 block, M4 ag, M5 PAM
- CNC(=O)c1[nH]cnc1C(=O)Nc1cccc(OC)c1
→ -7, -1, -4, -6, 0.3, 1, -6, 5, 1
- O=C(NCCN1CCN(c2cccc(Cl)c2)CC1)C1CCCN(S(=O)(=O)c2cnc[nH]2)C1 (stereo unspecified)
→ 2, -6, 2, 0, -0.6, -3, 2, 0, -4
- COC(=O)c1cn(C(C)C(=O)NCc2ccco2)c2ccccc12 (stereo unspecified)
→ 5, -2, -4, 5, 1.6, -1, -21, 0, -6
- CCN(c1cccc(C)c1)C1C(=O)c2ccccc2N1C(C)=O (stereo unspecified)
→ 5, -4, 9, 1, -0.5, -3, 0, 0, -1
- CCOC(=O)N1CCN(C(=O)c2ccc(C#CC3(O)CCCCC3)cc2)CC1
→ 1, 2, 8, -16, 0.4, -3, -8, 2, -9
- Cc1ccc(NC(=O)C2CCN(S(=O)(=O)c3cnc[nH]3)CC2)nc1
→ 6, 1, 4, 5, 0.6, -3, 10, 0, -1
- COc1ccccc1N=C1SCC(=O)N1Cc1ccco1
→ 5, -22, 6, -4, -0.2, -14, 6, -1, -8
- Cc1c(/C=N/O)sc2ccccc12
→ -15, 11, 0, 7, -0.3, -9, -4, 0, 10
- NC(=O)Cn1nnc(-c2ccccc2NC(=O)c2cnccn2)n1
→ -5, 3, 22, 10, 1.9, -2, 12, 0, 35*
- CC(Nc1ccccc1CO)C(=O)Nc1cccc(Cl)c1Cl (stereo unspecified)
→ -3, -5, 8, 8, -0.4, -1, -16, 1, 6

Order of results – M4 antag, CHRM4 PAM, CHRM5 antagonist, CHRM1 PAM, CRFBP-R2 agonist, M5 ag, CRFBP-R2 block, M4 ag, M5 PAM
- O=C1c2ccccc2C(Nc2ccc(S(=O)(=O)N3CCCCC3)cc2)N1Cc1ccco1 (stereo unspecified)
→ 18, -11, 20, -10, 20, 4, -33, 22, -14
- C/C(=N\NC(=O)c1nnn(-c2nonc2N)c1CN(C)C)c1ccco1
→ 2, -4, -3, 4, 3.1, -2, -7, 1, 0
- Cc1ccc(S(=O)(=O)N2CCOCC2)cc1NC(=O)COC(=O)c1ccc(Cl)nc1
→ 0, 2, 10, 0, -1.3, 2, 6, 2, 5
- O=C1NC[C@H](CCCCN2C[C@H](Cc3ccc(O)cc3)N(CCc3ccc(O)cc3)C(=O)C2=O)N(Cc2ccccc2)C1=O
→ -18, 8, -3, ., ., 1, ., 1, 0
- O=C(/C=C/c1ccccc1O)c1ccccc1
→ -6, 3, 18, 2, -1.4, -3, -31, 0, 1
- CC(Cc1cccs1)NC(=O)Nc1ccc([N+](=O)[O-])cc1 (stereo unspecified)
→ 2, -11, 30*, -13, 1.3, 3, 17, 11, -14
- COc1ccc(S(=O)(=O)N2CCN(C(=O)C3CCC3)CC2)cc1
→ -10, 12, 9, 12, -0.4, -2, -1, 1, -1
- CC(C)(C)NCc1cc(Br)ccc1OC1CCCC1
→ 2, 4, -3, 8, 0.3, -7, -2, 2, 3
- COc1ccc(CC(=O)NCC2CCCCC2)cc1OC
→ -5, -1, -3, 8, -1.7, -3, 13, 0, 7
- CCN(CC)S(=O)(=O)c1cc(C(=O)OCC(=O)Nc2cccc(Br)c2)ccc1F
→ 7, -9, 4, 0, 0.9, -1, -14, 4, -8
- N#Cc1ccc(C23CC4(C2)[C@H](CN(Cc2ccc(-c5ccccc5)cc2)[C@@H]4c2ccccc2)C3c2ccc(Cl)nc2)cc1 (stereo partly specified)
→ 7, 0, 9, 0, 1.7, 3, -5, 1, -10
- CCc1nnc(NC(=O)c2cc3ccccc3oc2=O)s1
→ -5, 8, -6, 8, -0.6, -5, -6, 1, 4

Assay outcomes deposited in PubChem BioAssay by several laboratories.
